From PubChem
ASAP1 GAP inh – blocks human ASAP1-stimulated Arf1 GTP hydrolysis. Q9ULH1. GDP FP detection. inhibition, % at 16.5 µM. hit rate 0.19% among 360,000. AID 624377; in the data active = inhibition above about 25%;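 also: 0% = vehicle with enzyme and substrate and 100% = no enzyme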
SMARCA2 activ – SMARCA2 function activation, primary screen. MG213 cells, MMTV-luciferase reporter, dexamethasone, overnight. activation, % at 9.1 µM. hit rate 1% among 370,000. AID 652017; in the data active = activation above about 7.8%;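 also: 0% = vehicle wells and 100% = reference activator wells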
PG9 Ab binder – binds the HIV-1 gp120 antibody PG9; TR-FRET gp120-PG9 antibody binding; inhibition, % at 6.7 µM; hit rate 0.43% among 360,000; in the data active = inhibition above about 8.5%
GC-A act – GC-A (human) enzyme activation | HEK293 GC-A cells, cGMP TR-FRET, EC30 ANP; 0% at EC30 ANP, 100% saturating ANP | activation, % at 10 µM | hit rate 0.14% among 370,000; in the data active = activation above about 40%
Target sequence (P16066 whole entry, looked up): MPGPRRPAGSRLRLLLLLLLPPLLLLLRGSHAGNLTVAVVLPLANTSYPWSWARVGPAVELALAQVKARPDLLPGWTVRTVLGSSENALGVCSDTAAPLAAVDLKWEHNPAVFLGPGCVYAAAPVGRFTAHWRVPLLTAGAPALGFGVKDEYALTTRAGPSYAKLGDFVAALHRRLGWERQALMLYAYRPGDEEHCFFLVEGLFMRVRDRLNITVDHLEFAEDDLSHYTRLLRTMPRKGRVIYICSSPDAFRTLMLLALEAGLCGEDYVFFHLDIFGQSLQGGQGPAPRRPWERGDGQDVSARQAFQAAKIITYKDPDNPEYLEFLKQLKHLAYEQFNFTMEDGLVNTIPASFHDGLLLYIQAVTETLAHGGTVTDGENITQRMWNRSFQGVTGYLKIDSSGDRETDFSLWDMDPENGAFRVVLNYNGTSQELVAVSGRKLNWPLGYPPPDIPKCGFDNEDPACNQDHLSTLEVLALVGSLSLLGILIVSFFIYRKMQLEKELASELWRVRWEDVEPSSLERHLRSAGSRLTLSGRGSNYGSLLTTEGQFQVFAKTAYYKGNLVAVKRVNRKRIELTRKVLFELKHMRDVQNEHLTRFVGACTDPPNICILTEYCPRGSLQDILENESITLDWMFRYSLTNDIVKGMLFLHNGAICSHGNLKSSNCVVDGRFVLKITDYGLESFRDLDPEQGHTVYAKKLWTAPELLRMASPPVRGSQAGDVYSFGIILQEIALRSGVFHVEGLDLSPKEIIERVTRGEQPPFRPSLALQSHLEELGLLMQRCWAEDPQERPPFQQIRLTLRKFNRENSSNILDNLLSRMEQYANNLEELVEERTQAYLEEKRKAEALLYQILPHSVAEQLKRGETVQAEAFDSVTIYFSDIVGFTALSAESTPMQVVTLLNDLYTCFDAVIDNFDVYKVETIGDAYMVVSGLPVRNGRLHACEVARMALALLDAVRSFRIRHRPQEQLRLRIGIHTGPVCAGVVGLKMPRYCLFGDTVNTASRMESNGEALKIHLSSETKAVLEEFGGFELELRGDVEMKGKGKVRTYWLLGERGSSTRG
mABHD4 FP – inhibitors of mouse ABHD4; Q8VD66; purified mABHD4, FP-Rh probe fluorescence polarization; inhibition, % at 8.92 µM; hit rate 0.54% among 370,000; AID 720543;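 active = inhibition exceeding the mean over every tested compound plus 3 SD, cut at about 30% in these data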;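 also: 0% = plate median of compound wells and 100% = S159A mutant with DMSO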
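Assay system: Wild-type mouse ABHD4 protein | Medium: HEPES pH 7.0 buffer, 150 mM NaCl, 0.01% Pluronic F-127 | Incubation: Enzyme–compound pre-incubation 45 min, then probe 60 min, both 25 °C | Technique: Fluorescence polarization with parallel and perpendicular emission, 525/598 nm | Evaluation: % inhibition of FP-Rh probe binding versus controls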
ARFGAP1 inh – inhibits rat ARF GTPase activating protein 1; Arfgap1-stimulated ARF1 GTP hydrolysis, GDP FP detection; Q62848; AID 651572; inhibition, % at 16.5 µM; hit rate 0.26% among 360,000;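 active = inhibition above a per-plate limit, mean inhibition of low control wells plus 3 SD, cut at about 25% in these data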;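 also: 0% = DMSO wells with enzyme and 100% = wells lacking Arfgap1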
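System: truncated rat Arfgap1 GAP domain / Medium: HEPES-based buffer, pH 7.5 / Also added: N-terminally truncated human ARF1-GTP substrate / Incubation: enzyme reaction 120 min at 25 °C after 20 min preincubation / Measured by: FP of antibody-bound GDP Alexa 633 tracer, ex 620/em 688 nm / Replicates: singlicate, each compound tested once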
NR1D1 modulator – modulators of human Rev-erb alpha DNA binding; P20393; activity, % at 10 µM; Rev-erbα–FITC-DNA binding, fluorescence polarization, 90 min; hit rate 0.79% among 370,000;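 active = activity above about 14%, limit read from the data; passing the limit was not always enough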;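 also: 0% = DMSO wells with 35 nM protein and 100% = DMSO wells with 750 nM protein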
rCAG binder – molecules binding r(CAG) RNA repeats. r(CAG) RNA repeat, TO-PRO-1 dye displacement fluorescence. inhibition, % at 3 µM. hit rate 1.3% among 370,000. AID 651821;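 active = inhibition above the plate cutoff, the mean of all test compounds on that plate plus 3 SD, cut at about 35% in these data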;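 also: 0% = DMSO alone and 100% = 100 µM mitoxantrone as full dye displacement; higher means more dye released from RNA so lower well fluorescence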
NPR2 activator – GC-B (human) receptor activation; HEK293-GC-B cells, CNP EC30, cGMP TR-FRET; 0% at EC30 CNP, 100% saturating CNP; hit rate 0.11% among 370,000; AID 1920062; P20594; activation, % at 10 µM;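 active = activation at 10 µM reaching about 35% in either raw or pattern-adjusted values, limit read from the data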
HTRA1 inh – blocks human HTRA1 serine peptidase | recombinant HTRA1, FP-rhodamine activity-based probe, fluorescence polarization | hit rate 0.5% among 340,000 | inhibition, % at 5.96 µM | Q92743 | AID 504803; in the data active = inhibition above about 36%;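 also: 0% = enzyme with DMSO and 100% = wells lacking enzyme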
* = called active by the depositor; x = no result given.

SMILES	ASAP1 GAP inh	SMARCA2 activ	PG9 Ab binder	GC-A act	mABHD4 FP	ARFGAP1 inh	NR1D1 modulator	rCAG binder	NPR2 activator	HTRA1 inh
CCC(Sc1nc2ncccc2[nH]1)C(=O)NCCc1ccccc1 (configuration not stated)	-9	-3	0.6	-1	-17	-4	9	2	-9	3
CC(Cc1ccc(Cl)cc1)N1CCC(n2nccc2NC(=O)C2CCCC2)CC1 (configuration not stated)	8	0	-2.3	-1	6	-5	-5	-11	-3	-7
COc1ccc(CN2CCC(C)(Oc3ccc4c(c3)OCO4)C2)c2ccccc12 (configuration not stated)	6	-5	0.1	-6	6	4	0	-1	-3	x
Cc1ccc(CNC(=O)c2cnc3ccccc3n2)cc1	3	4	-0.7	1	-3	19	9	1	0	-17
Cc1c(Cl)cccc1NC(=O)CNC(=O)c1ccco1	3	0	0.1	1	-1	0	11	3	1	5
Cc1cc(C)c(S(=O)(=O)N2CCCOC2CNC(=O)C(=O)NCc2ccncc2)c(C)c1 (configuration not stated)	1	-2	0.3	-1	-1	-5	-3	2	-1	-1
COc1cc(C2C(C(=O)c3ccc(C)o3)=C(O)C(=O)N2c2cc(C)on2)ccc1OCc1ccccc1 (configuration not stated)	-6	-3	-1.0	-1	3	-1	5	11	-8	-7
Cc1nn(CC(=O)Nc2ccccn2)c(C)c1Br	0	3	0.3	0	1	10	5	-4	-1	6
O=C(COc1ccccc1)NCC1COc2ccccc2O1 (configuration not stated)	-4	-3	-0.5	3	-5	-3	4	0	-6	-1
Cc1ccc2[nH]c(C(=O)N/N=C/c3ccccc3O)c(C)c2c1	2	-2	3.8	-9	13	-4	3	12	-10	25
Cc1ccc(S(=O)(=O)N2CCn3cccc3C2C)cc1 (configuration not stated)	-4	-1	-0.9	1	1	0	2	5	1	0
CC(C)CCCN1CCN=C1Nc1ccccc1	0	1	-1.0	2	2	2	-1	2	2	-1
CN(C)c1ccc(N=Nc2nc3ccccc3n2C)cc1	7	-11	-37	-13	-38	6	4	1	-5	2
Cn1ccnc1SCC(=O)Nc1ccc2c(c1)OCO2	8	1	-1.0	2	2	1	-2	-1	-1	8
COCc1cc(C)nc(SCC(=O)Nc2cccc(C)c2C)c1C#N	-17	1	-0.8	2	-2	2	9	-5	-4	-1
COc1cccc(OCC(=O)O)c1	13	-1	1.5	4	6	5	6	0	0	1
COc1ccc(N2C(=O)N(Cc3ccc(C)cc3)c3ccccc3S2(=O)=O)cc1	-2	-1	0.5	4	-4	3	0	3	13	-6
CC(=O)N1CCOc2ccc(S(=O)(=O)NCC3CCC(C(=O)Nc4ncccc4C)CC3)cc21 (configuration not stated)	14	-2	-1.1	3	-2	-7	7	-5	2	2
CCCC(C)C(=O)Nc1ccc(S(=O)(=O)Nc2nccc(C)n2)cc1 (configuration not stated)	0	0	-1.2	2	-3	-2	7	0	-2	x
O=C(COC(=O)CCNS(=O)(=O)c1ccc(Cl)cc1)NCc1ccccc1	10	-2	-0.8	3	1	-5	-3	3	-6	4
O=S(=O)(Nc1ccc(C(F)(F)F)cc1)c1cccs1	-5	-1	-1.4	0	2	-1	-3	-1	2	5
COCCn1c(=O)[nH]c(=O)c2c(C(F)(F)F)cc(-c3cccs3)nc21	1	0	-0.1	4	-2	16	1	-1	-1	2
CC(C)[C@H](NC(=O)OCc1ccccc1)C(=O)OCC(=O)Nc1c(F)cccc1F	6	-4	1.4	-2	-4	4	-5	-9	1	1
CC(=O)c1sc(N/N=C\c2cccc(Br)c2)nc1C	2	1	-1.3	3	12	21	2	15	-11	-1
OCC[C@@H]1C[C@@H](O)[C@H](O)[C@@]2(CCc3ccccc3CO2)O1	4	0	0.1	0	2	7	2	1	10	-1
(more compounds)
SMILES	ASAP1 GAP inh	SMARCA2 activ	PG9 Ab binder	GC-A act	mABHD4 FP	ARFGAP1 inh	NR1D1 modulator	rCAG binder	NPR2 activator	HTRA1 inh
Cc1nc2sc(C(=O)Nc3ccccc3Cc3ccccc3)c(C)c2c(=O)[nH]1	0	-1	-0.3	2	-6	9	2	1	-8	-1
CCC(=O)NC(Cc1ccccc1)c1ccc2c(c1)OCCCO2 (configuration not stated)	4	-1	-1.0	-3	0	0	3	0	-1	1
COc1cc(NC(=O)Cn2cnc3c(OCc4ccccc4)ncnc32)cc(OC)c1OC	0	-6	1.0	-1	-2	-3	-2	0	1	0
O=C(CCCOc1ccccc1)NN1C(=O)NC2(CCCCC2)C1=O	-25	-3	2.2	-2	2	-4	-4	-1	0	4
Nc1ccnn1Cc1ccc(Br)s1	-2	-3	-0.1	-1	4	13	-4	0	6	3
COc1cc(CN2C[C@@H](CO)O[C@@H](n3cnc4c(N5CCCC5)ncnc43)C2)cc(OC)c1OC	-11	-4	1.3	-1	5	5	3	-1	4	x
Cc1c(NCc2cccnc2)cccc1C(=O)O	-5	1	1.9	0	2	5	5	0	2	-4
O=C(NCc1ccc(F)cc1)c1cc(C(=O)C2CC2)c[nH]1	15	-3	-2.9	-1	-4	-7	-1	-2	3	1
CCn1c(O)c(/C=N/N=C2CCCC2)c2ccc(C3=NNC(=O)CC3)cc21	1	2	-3.2	7	2	5	-3	2	5	12
CCCCn1c(=O)[nH]c(=O)c2c1nc(CN1C(=O)c3ccccc3S1(=O)=O)n2CCC	-1	1	-0.2	1	-7	1	3	6	4	-1
Cc1ccc(C)n1C1CCS(=O)(=O)C1 (configuration not stated)	-7	-3	-1.1	5	4	-2	1	2	3	-4
C=CCn1c(SCC2=C(C(=O)OCC)C(C)NC(=O)N2)nnc1C1CCCCC1 (configuration not stated)	2	2	-0.4	-1	2	5	4	-7	-5	0
COc1ccccc1-n1cnc2cc(NCc3ccccn3)ccc21	1	-3	-1.3	-2	8	-5	-5	9	-3	6
CC(=O)Oc1ccccc1Cn1c(C)c(C(=O)NCc2ccccc2C(F)(F)F)sc1=O	4	0	-2.3	-5	-4	-5	1	-1	-5	x
CCc1ccccc1NNC(=O)c1cc(C)on1	5	-3	-0.5	4	2	9	0	-4	-5	-6
COc1ccc2c(c1)c(C(=O)N/N=C/c1ccc(Br)cc1)c(C)n2C	1	-2	-0.2	2	-2	4	0	2	-2	-17
O=C(CSc1ccc2ccccc2c1)Nn1cnnc1	1	2	0.4	3	7	-14	0	1	3	8
NNC(=O)c1cc2sccc2s1	0	-2	-0.4	7	-7	0	0	10	-2	-7
COc1ccccc1CNCCS(=O)(=O)NN1CCOCC1	-6	-4	-1.6	2	4	-2	-1	3	-1	3
COCc1cc(=O)n2[nH]c(SCc3ccccc3)nc2n1	4	-2	-0.5	-4	-4	-3	-4	1	-3	-4
COc1ccccc1CC(=O)Nc1cccc(C(=O)NN2C(=O)c3ccccc3C2=O)c1	8	-2	0.2	-1	-2	12	-4	3	5	-8
O=C(NCc1ccco1)C(c1cccnc1)N(C(=O)Cn1nnc2ccccc21)c1ccccc1 (configuration not stated)	2	-2	0.3	-4	-4	3	-2	-3	-8	9
Cc1cccc(C(=O)Nc2oc(-c3ccccc3)cc2C#N)c1	5	0	-2.0	4	0	-2	1	11	10	-88
Cc1cc(C)c(S(=O)(=O)N2CCCCC2CCNC(=O)C(=O)NCc2ccco2)c(C)c1 (configuration not stated)	4	-2	0.9	-1	3	5	0	-4	2	-4
CN(C)C(=O)c1cccc(-c2csc(N3CCC(C(N)=O)CC3)n2)c1	0	2	-1.0	-1	5	-2	2	-8	6	x
Cc1[nH]c2ccccc2c1Cc1nnc(SCc2ccccc2)o1	12	-2	-2.4	7	-5	-9	-1	5	-13	-13
COC(=O)[C@H](Cc1c[nH]c2ccccc12)NCc1cccc(B(O)O)c1	21	-5	0.1	3	77*	-8	-1	3	1	2
CN1C(=O)c2ccccc2C(C(=O)NCc2ccco2)C1c1c[nH]c2ccccc12 (configuration not stated)	-5	-1	-3.7	-13	-4	-1	-6	-2	-11	10
Cn1c2c(c(=O)n(C)c1=O)C1c3cc(Cl)ccc3OCC1CO2 (configuration not stated)	3	-3	0.8	-5	4	1	-8	-4	-6	-7
O=C(CSc1nnc(-c2ccc(C(F)(F)F)cn2)o1)Nc1cccc(Cl)c1	-3	3	0.3	2	4	-3	6	-3	-1	3

Reformatted with values under each structure: 2 of the compounds above
Every second line gives: ASAP1 GAP inh | SMARCA2 activ | PG9 Ab binder | GC-A act | mABHD4 FP | ARFGAP1 inh | NR1D1 modulator | rCAG binder | NPR2 activator | HTRA1 inh
- COCc1cc(=O)n2[nH]c(SCc3ccccc3)nc2n1
    4 | -2 | -0.5 | -4 | -4 | -3 | -4 | 1 | -3 | -4
- Cc1c(NCc2cccnc2)cccc1C(=O)O
    -5 | 1 | 1.9 | 0 | 2 | 5 | 5 | 0 | 2 | -4

14 entries from above, as a markdown table:
| Structure | ASAP1 GAP inh | SMARCA2 activ | PG9 Ab binder | GC-A act | mABHD4 FP | ARFGAP1 inh | NR1D1 modulator | rCAG binder | NPR2 activator | HTRA1 inh |
| --- | --- | --- | --- | --- | --- | --- | --- | --- | --- | --- |
| Cc1nc2sc(C(=O)Nc3ccccc3Cc3ccccc3)c(C)c2c(=O)[nH]1 | 0 | -1 | -0.3 | 2 | -6 | 9 | 2 | 1 | -8 | -1 |
| CCC(=O)NC(Cc1ccccc1)c1ccc2c(c1)OCCCO2 (configuration not stated) | 4 | -1 | -1.0 | -3 | 0 | 0 | 3 | 0 | -1 | 1 |
| COc1cc(NC(=O)Cn2cnc3c(OCc4ccccc4)ncnc32)cc(OC)c1OC | 0 | -6 | 1.0 | -1 | -2 | -3 | -2 | 0 | 1 | 0 |
| O=C(CCCOc1ccccc1)NN1C(=O)NC2(CCCCC2)C1=O | -25 | -3 | 2.2 | -2 | 2 | -4 | -4 | -1 | 0 | 4 |
| Nc1ccnn1Cc1ccc(Br)s1 | -2 | -3 | -0.1 | -1 | 4 | 13 | -4 | 0 | 6 | 3 |
| COc1cc(CN2C[C@@H](CO)O[C@@H](n3cnc4c(N5CCCC5)ncnc43)C2)cc(OC)c1OC | -11 | -4 | 1.3 | -1 | 5 | 5 | 3 | -1 | 4 | x |
| Cc1c(NCc2cccnc2)cccc1C(=O)O | -5 | 1 | 1.9 | 0 | 2 | 5 | 5 | 0 | 2 | -4 |
| O=C(NCc1ccc(F)cc1)c1cc(C(=O)C2CC2)c[nH]1 | 15 | -3 | -2.9 | -1 | -4 | -7 | -1 | -2 | 3 | 1 |
| CCn1c(O)c(/C=N/N=C2CCCC2)c2ccc(C3=NNC(=O)CC3)cc21 | 1 | 2 | -3.2 | 7 | 2 | 5 | -3 | 2 | 5 | 12 |
| CCCCn1c(=O)[nH]c(=O)c2c1nc(CN1C(=O)c3ccccc3S1(=O)=O)n2CCC | -1 | 1 | -0.2 | 1 | -7 | 1 | 3 | 6 | 4 | -1 |
| Cc1ccc(C)n1C1CCS(=O)(=O)C1 (configuration not stated) | -7 | -3 | -1.1 | 5 | 4 | -2 | 1 | 2 | 3 | -4 |
| C=CCn1c(SCC2=C(C(=O)OCC)C(C)NC(=O)N2)nnc1C1CCCCC1 (configuration not stated) | 2 | 2 | -0.4 | -1 | 2 | 5 | 4 | -7 | -5 | 0 |
| COc1ccccc1-n1cnc2cc(NCc3ccccn3)ccc21 | 1 | -3 | -1.3 | -2 | 8 | -5 | -5 | 9 | -3 | 6 |
| CC(=O)Oc1ccccc1Cn1c(C)c(C(=O)NCc2ccccc2C(F)(F)F)sc1=O | 4 | 0 | -2.3 | -5 | -4 | -5 | 1 | -1 | -5 | x |
